Source: PubChem (several laboratories)
MC4R antagonist: blocks human MC4R cAMP signaling. P32245. MC4R-expressing cells, MTII-stimulated cAMP, LANCE TR-FRET. inhibition, % at 6.5 µM. hit rate 0.48% among 360,000. AID 540295;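 active = inhibition above its plate's cutoff, the mean of tested wells on that plate plus 3 SD, cut at about 29% in these data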;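 also: 0% = Melanotan II alone and 100% = Melanotan II plus saturating MCL0020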
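Assay system: human MC4R-expressing U2OS cells; reagent: Melanotan II stimulation of cells; dosing: 6.5 µM single dose; timing: compound 30 min, challenge 1 h, detection 1 h; signal: TR-FRET cAMP assay; replicates: one well per compound, no replicates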
aDG glyco up: alpha-DG glycosylation activation; Pro5-aDG cells, alpha-DG glycosylation AlphaScreen (IIH6); 0% Pro5, 100% B10-LARGE cell signal; activation, % at 10 µM; hit rate 0.22% among 360,000; AID 624168;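 active = activation of at least 8% versus controls, or a plate z-score of at least 8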;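 also: Pro5 are CHO cells carrying HIG-tagged alpha-DG that lacks glycosylation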
Exocytosis inh: blocks lytic granule exocytosis; TALL-104 LAMP-1 surface exposure, flow cytometry; cells stimulated with thapsigargin and PMA; inhibition, % at 10 µM; hit rate 0.66% among 360,000;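 active = inhibition above about 55%, limit read from the data; inconclusive = no clear call, values can overlap the other calls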
ABHD5-PLIN5 inh: blocks binding of human ABHD5 to perilipin-5; Q00G26+Q8WTS1; Split G. princeps luciferase complementation, luminescence, 4 h; inhibition, % at 4 µM; hit rate 0.78% among 360,000; AID 602281;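 active = inhibition above the mean inhibition across every tested compound plus 3 SD, cut at about 22% in these data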;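 also: 0% = DMSO only wells and the 100% control is not disclosed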
iPSC survival up: hiPSC single-cell survival enhancement; ATPlite luminescence; 100% = ROCK inhibitor wells, 0% = DMSO; survival enhancement, % at 20 µM; hit rate 0.044% among 360,000; AID 602274; in the data active = survival enhancement above about 18%;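 also: cells exposed to compounds for 16 hours before the ATP read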
ABCB6 inh MLPCN: blocks the human ABCB6 transporter; Q9NP58; K562-ABCB6 porphyrin accumulation, flow cytometry, 1 h; hits give low values; fluorescence ratio to DMSO, % at 10 µM; hit rate 0.19% among 360,000; AID 602162;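 active = fluorescence ratio to DMSO below 75%, the collection mean minus 3 SD; inconclusive = too few cells collected in the well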;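 also: signal is porphyrin accumulated inside mitochondria; 100% equals median channel fluorescence of DMSO control wells; lower ratio means ABCB6 inhibition with less porphyrin fluorescence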
Target sequence (Q9NP58 whole entry, looked up): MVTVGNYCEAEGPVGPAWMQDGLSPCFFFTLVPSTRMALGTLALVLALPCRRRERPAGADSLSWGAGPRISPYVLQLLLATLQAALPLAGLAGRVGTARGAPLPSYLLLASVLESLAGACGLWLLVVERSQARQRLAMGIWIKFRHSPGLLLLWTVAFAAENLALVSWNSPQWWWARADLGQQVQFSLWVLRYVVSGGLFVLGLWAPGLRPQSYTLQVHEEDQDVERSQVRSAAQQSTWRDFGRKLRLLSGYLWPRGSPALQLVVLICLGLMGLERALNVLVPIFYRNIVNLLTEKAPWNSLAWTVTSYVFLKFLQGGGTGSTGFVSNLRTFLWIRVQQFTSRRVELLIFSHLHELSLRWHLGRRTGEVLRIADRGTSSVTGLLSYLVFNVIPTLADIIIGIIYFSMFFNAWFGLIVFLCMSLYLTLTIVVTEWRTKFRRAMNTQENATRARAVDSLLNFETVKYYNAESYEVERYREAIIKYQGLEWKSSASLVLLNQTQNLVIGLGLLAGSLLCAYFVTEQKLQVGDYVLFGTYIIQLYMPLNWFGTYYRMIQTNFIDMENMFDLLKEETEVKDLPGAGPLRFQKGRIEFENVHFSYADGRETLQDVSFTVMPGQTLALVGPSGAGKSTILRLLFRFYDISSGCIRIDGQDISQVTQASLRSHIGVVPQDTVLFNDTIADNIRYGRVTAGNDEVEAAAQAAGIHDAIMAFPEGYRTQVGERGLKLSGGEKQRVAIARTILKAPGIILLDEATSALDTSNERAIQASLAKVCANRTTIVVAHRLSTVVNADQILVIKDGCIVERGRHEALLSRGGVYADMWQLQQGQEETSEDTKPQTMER
Glyco luc inh: N-linked glycosylation inhibition; D54 ERlucT glycosylation luciferase reporter, 24 h; percent of 100 nM tunicamycin response; reporter increase, % at 12.5 µM; hit rate 0.23% among 360,000; AID 588692;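 active = mean luciferase reporter signal, scaled so untreated is 0 and the glycosylation-blocking control 100, at or above a set limit in every replicate; inconclusive = mean reaches the limit but not every replicate does; inactive = mean below the limit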;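 also: luciferase carries N-glycosylation sites so blocking glycosylation raises the light; 0% = median of neutral control wells and 100% = median of 100 nM tunicamycin wells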
MC4R ag barr: agonists of human melanocortin 4 receptor (MC4R) beta-arrestin; AID 540308; U2OS MC4R beta-arrestin complementation, luminescence; percent of melanotan II response, DMSO zero; P32245; activation, % at 8.9 µM; hit rate 0.98% among 360,000;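 active = activation above a per-plate cutoff, the mean activation of sample wells on that plate plus 3 SD, cut at about 8% in these data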
m5-HT2A agonist: agonists of mouse serotonin 5-HT2A receptor (HTR2A); P35363; CHO-K1 mHTR2A beta-arrestin complementation, luminescence; percent of 30 µM serotonin response; activation, % at 7.6 µM; hit rate 0.66% among 360,000; AID 624169;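 active = activation above a run cutoff, the mean activation of all tested compounds plus 3 SD, cut at about 14% in these data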;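 also: 0% = plate median of compound wells and 100% = 30 µM serotonin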
H9c2 protect: protects H9c2 cardiomyocytes from peroxide injury. H2O2 injury protection, ATPLite, 2 h. protection from H2O2 cell death, % at 20 µM. hit rate 0.63% among 360,000;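 active = compounds giving at least 50% protection of heart cells from peroxide-induced death in the single-dose screen, raw or plate-pattern-corrected value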;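 also: 0% = DMSO wells with peroxide and 100% = DMSO wells without peroxide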
Active calls of the source: *; u = inconclusive; x = no result given. Random draw from the library; any-hit rate near 4.5%.

mol	MC4R antagonist	aDG glyco up	Exocytosis inh	ABHD5-PLIN5 inh	iPSC survival up	ABCB6 inh MLPCN	Glyco luc inh	MC4R ag barr	m5-HT2A agonist	H9c2 protect
CN1C(=O)[C@H]2[C@@H](c3ccc(C(F)(F)F)cc3)N[C@]3(CCCN(Cc4cccn4C)C3=O)[C@H]2C1=O	18	0.5	-2	-4	1.2	99	2	1.3	-1	-8
COC(=O)CN1CCN(C(c2ccccc2)c2ccccc2)CC1	-3	-0.2	-4	-6	2.3	98	-2	-2.0	-2	5
CCOC(=O)CSc1nnc(-c2cccc(Br)c2)o1	12	0.1	-7	-4	-1.1	99	3	0.3	0	-9
CCOc1cc(C)c(Cl)cc1S(=O)(=O)NCc1ccco1	0	-0.1	-11	5	1.7	93	-1	0.7	1	-3
C=C(C)COc1ccc(-c2n[nH]c(C)c2-c2ccc(Br)cc2)c(O)c1	-16	-0.2	-3	-19	1.8	99	4	1.4	-3	-12
COc1ccc(C(=O)n2nc(-c3ccc(OC)cc3)nc2N)cc1	2	0.0	-4	-5	-1.1	97	2	0.8	2	-1
CC(C)CC(NS(=O)(=O)c1ccc2c(c1)oc(=O)n2C)C(=O)NCc1cccnc1 (stereo not drawn)	1	-0.3	-3	-4	0.5	102	0	-1.7	-3	2
CCCSc1ccc([C@H]2N[C@@](C)(C(=O)OC)[C@H]3C(=O)N(CC)C(=O)[C@@H]23)cc1	6	-0.1	-4	1	-1.5	95	2	-0.3	1	-6
Cc1cc(Cn2nc(-c3ccccc3)cc2C(=O)NCc2cccc(C(F)(F)F)c2)on1	6	-0.1	7	-4	-3.9	101	-1	2.4	2	-18
CC(=O)Nc1ccccc1O	1	0.2	-4	4	1.4	98	3	-0.6	-2	-6
CCc1cc2c(C)ccc(C)c2nc1SCC(=O)Nc1c[nH]c(=O)[nH]c1=O	-1	0.8	1	3	0.4	101	0	0.1	1	-5
Cc1nn(-c2ccccc2)c(Cl)c1/C=N/NC(=O)c1ccco1	1	0.0	-8	-7	-2.1	103	-3	-1.4	0	-3
COC(=O)C1=COC(OC2OC(CO)C(O)C(O)C2O)C2C(C)CC(=O)C12 (stereo not drawn)	3	-0.2	5	3	-1.9	104	1	-0.4	3	0
COc1ccc(CCNC(=O)Cn2cc(C(F)(F)F)cc(Cl)c2=O)cc1	-2	0.2	-1	-7	1.1	103	1	0.2	1	-1
C/C(=N\NC(=O)CC#N)c1cc2ccc(O)cc2oc1=O	-1	-0.5	1	-1	-0.5	100	4	-2.7	0	-10
COc1ccc(/C(O)=C2/C(=O)C(=O)N(CCN(C)C)C2c2cccnc2)cc1OC (stereo not drawn)	14	-0.3	4	5	1.5	106	1	1.0	-2	1
O=C(NC(=S)N1CCCC1)c1ccccc1Cl	2	-0.1	1	-9	-0.3	96	5	-3.0	0	6
O/N=C(/CCc1ccccc1)C1(O)CCCCC1	-3	-0.1	-3	2	-1.2	98	-1	-0.3	2	4
CC(NC(=O)NC12CC3CC(CC(C3)C1)C2)C1CCCO1 (stereo not drawn)	-10	0.0	0	0	3.0	100	0	-1.3	-1	0
CCOc1ncccc1C(=O)N1CCN(S(=O)(=O)c2ccccc2)CC1	11	-0.2	2	-3	0.3	93	2	4.0	3	-4
Fc1ccc(NCc2nnc(SCc3nnc(-c4ccccc4)o3)n2CC2CCCO2)cc1 (stereo not drawn)	10	0.0	0	-3	-2.6	97	0	1.7	-5	1
CCOC(=O)N1CCN(C(=O)COc2ccc3c(c2)C(=O)CC(C)(C)O3)CC1	3	-0.1	1	-3	-0.5	93	0	0.0	-3	-6
Cc1ccc(/C(O)=C2\C(=O)C(=O)N(CC(C)O)C2c2cccc(F)c2)cc1 (stereo not drawn)	3	0.0	4	-3	-3.7	103	0	-0.3	-3	2
CCSc1nc2sc3c(c2c(=O)n1CC)CCC3	-1	0.1	0	5	1.7	99	-1	4.2	10	10
S=C(NCc1ccccc1)Nc1cccc2ccccc12	0	0.2	15	5	-0.4	95	x	4.1	2	2
O=C(NC(=S)NCc1ccccc1)c1cccc([N+](=O)[O-])c1	8	-0.1	-11	12	0.5	100	2	-1.0	-1	-4
Cc1ccc(C)c(Cn2nnc3c(=O)[nH]c(C4CCCN(C(=O)c5cccs5)C4)nc32)c1 (stereo not drawn)	-23	0.1	20	-2	-0.1	98	3	2.7	8	1
O=C(NCCc1ccccc1F)C1CCCN(c2nc3ccccc3s2)C1 (stereo not drawn)	0	-0.2	13	-6	0.2	94	-2	0.6	1	4
O=C(COC(=O)C12CC3CC(CC(C3)C1)C2)Nc1ncc(Cl)cc1Cl	2	-0.3	1	4	-3.4	93	-2	3.1	3	-4
CCOC(=O)C1CCN(C(=O)CCS(=O)(=O)c2ccc3c(c2)CCN3C(C)=O)CC1	3	0.5	-1	1	-1.6	246	-3	1.0	0	-10
O=C(NCc1ccco1)[C@@H]1CSC2c3ccccc3C(=O)N21 (stereo partly drawn)	9	-0.2	-3	8	-3.8	105	-1	0.4	4	7
Cc1ccc(C(C(=O)NC2CCCCC2)N(CC2CCCO2)C(=O)CNC(=O)c2cccs2)cc1 (stereo not drawn)	7	0.4	2	6	4.3	86	-3	-0.8	-1	0
Nc1nc(SCC(=O)Nc2ccc(Br)cc2F)n[nH]1	2	0.3	4	1	-1.2	101	0	-0.2	-1	-8
COc1cccc(CNc2nnnn2C)c1OC	2	-0.2	-1	-2	0.5	97	2	-0.7	0	0
COc1cc(/C=C(\NC(C)=O)C(=O)Nc2ccc(NC(C)=O)cc2)ccc1OC(C)=O	-3	-0.1	-6	4	2.7	102	16	-0.2	2	19
CCOC(=O)C1(C)/C(=N/Nc2ccccc2OC)C(=O)C(=O)N1c1ccccc1 (stereo not drawn)	15	-0.2	3	8	-0.7	97	2	-0.2	1	19
Cc1nc2ccccn2c1C(=O)NNS(=O)(=O)c1ccc(C(C)(C)C)cc1	11	3.0	2	1	4.8	100	-2	2.6	4	-13
Nc1cc2c(cc1Cl)-c1ccccc1C2	-7	-0.1	-6	-3	-0.5	96	-6	0.7	-1	-9
CCCSc1nnc(CN2CCOCC2)n1C	9	0.0	-2	6	-2.2	100	-2	-1.7	-3	-13
COc1ccccc1/C=C(/CC(=O)NCc1ccc(F)cc1)c1nc2ccccc2s1	14	0.0	9	-6	1.5	91	-5	0.1	1	-5
COc1cccc(C2Cc3ccccc3C(=O)O2)c1 (stereo not drawn)	2	0.2	10	-2	0.9	100	1	-2.9	0	3
COC(=O)[C@]1(C)N[C@H](c2ccc(-c3ccc(OC)cc3)cc2)[C@@H]2C(=O)N(C)C(=O)[C@@H]21	-5	0.0	-1	3	-2.0	95	2	0.1	1	-2
CCOc1cc(CNCc2cccs2)ccc1OCC(=O)NC(C)(C)C	0	1.0	8	2	0.3	125	-6	1.9	-2	-4
COc1ccc(CN(C(=O)c2cc(=O)c3ccccc3o2)C2CCS(=O)(=O)C2)cc1OC (stereo not drawn)	6	-0.3	-1	-3	1.1	104	3	-2.0	-8	4
Cc1cc(C(=O)COC(=O)Cn2cnc3c2c(=O)n(C)c(=O)n3C)c(C)n1C	-2	-0.1	-1	2	-2.6	94	3	-1.7	3	2
CC1CCN(S(=O)(=O)N2CCC(C(=O)NC3CCCC3)CC2)CC1	-2	0.1	-3	-1	2.7	99	1	0.8	-1	-10
COc1ccc2[nH]c(C(=O)NCc3ccccc3)cc2c1	15	-0.1	-3	-2	-0.7	96	-2	1.1	-6	3
C=Cc1ccc(CN2CCCN(Cc3ccc(Cl)cc3)S2(=O)=O)cc1	-1	0.1	-12	4	-0.3	96	1	-0.8	7	-8
CCCCN(C)C(=S)Nc1ccc(Oc2ccccc2)cc1	-3	-0.2	-1	-6	-1.4	99	-3	-0.8	-3	-9
CCCCn1nnnc1C(c1cc2ccccc2o1)N1CCN(C(=O)OCC)CC1 (stereo not drawn)	x	0.0	3	2	-1.0	96	x	x	17*	x
COc1ccc(OC)c(NC(=O)c2oc3ccccc3c2NC(=O)C2CC2)c1	0	-0.1	-1	4	0.1	103	1	1.2	12	-4
COC(=O)C1(c2ccccc2)NC(c2cccs2)C2C(=O)N(c3ccccc3)C(=O)C21 (stereo not drawn)	0	0.0	0	-1	0.7	101	3	-1.5	3	-3
COc1ccc(NC(=O)c2c(-c3c(Cl)cccc3Cl)noc2C)c(OC)c1	9	0.0	22	-2	0.3	98	1	1.8	0	9
O=C(CNC(=O)c1ccccc1F)N/N=C/c1ccc2c(c1)OCO2	-1	0.1	2	0	0.1	91	1	-0.3	-2	-2
COC(=O)C12CC3CC(C1)CC(n1cnc(Cl)n1)(C3)C2	0	0.3	-7	0	-1.1	99	1	-1.7	-4	1
Cc1ccc(NC(=O)Cn2c(O)c(N=NC(=O)c3ccncc3)c3ccccc32)cc1	-3	0.1	2	-6	-1.4	90	2	-1.5	0	5
O=C(/C=C/NCc1cccnc1)c1ccc(Br)cc1	-3	0.1	0	2	-0.6	97	0	-1.3	3	0
COc1ccccc1NC(=O)CC12CC3CC(CC(Br)(C3)C1)C2	7	-0.1	-11	5	-0.4	97	0	0.4	1	4
Cc1cnc(C(=O)OCC(=O)NC(=O)c2ccccc2)cn1	8	-0.1	3	0	-0.4	97	0	-1.2	-2	13
CCC(=O)N(Cc1ccco1)c1nc(-c2ccc(OC)cc2)cs1	-11	0.0	-4	0	8.4	107	-3	6.5	2	7

(continued)
mol	MC4R antagonist	aDG glyco up	Exocytosis inh	ABHD5-PLIN5 inh	iPSC survival up	ABCB6 inh MLPCN	Glyco luc inh	MC4R ag barr	m5-HT2A agonist	H9c2 protect
Nc1cnc(Nc2ccc(Br)cc2)nc1N	15	0.0	9	-8	-0.2	115	2	-1.2	2	8
COC(=O)CN1C(=O)C(C)(C)Oc2ccc(C(=O)Nc3ccccc3F)cc21	-8	-0.1	u	2	0.3	96	2	1.5	7	6
COc1cc(/C=N/N=C(/N)c2nonc2N)cc(Br)c1OCc1cccc(C)c1	9	0.5	-1	-16	-3.0	95	-3	5.1	-4	9
COC(=O)c1oc2c(c1C)C(=O)CCC2	4	-0.3	4	10	-0.4	97	2	-3.0	-3	9
Cc1ccc(CC2C(=O)N(c3ccccc3)C(=O)C2C)cc1 (stereo not drawn)	32*	-0.1	1	-4	1.2	110	2	0.3	-1	11
COc1cc(OC)c2ccc(=O)oc2c1C(CCN1CCN(c2ccccc2)CC1)c1ccc(N(C)C)cc1 (stereo not drawn)	-4	-0.3	-3	-8	0.7	91	1	-0.4	-4	7
Cc1ccc(C(=O)OCC(=O)N2CCC(Cc3ccccc3)CC2)cc1N	10	0.8	-2	4	0.6	95	-5	-2.9	3	11
